14-3-3g Raf: modulators of human 14-3-3 gamma - Raf peptide interaction | FP, 14-3-3gamma / TMR-pS259-Raf peptide binding | P61981 | 160,000 tested, 0.19% active | inhibition, % at 40 µM; in the data active = inhibition above about 30%;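 note: 0% = protein plus tracer without compound and 100% = blank with tracer alone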
Target sequence (P61981 whole entry, looked up): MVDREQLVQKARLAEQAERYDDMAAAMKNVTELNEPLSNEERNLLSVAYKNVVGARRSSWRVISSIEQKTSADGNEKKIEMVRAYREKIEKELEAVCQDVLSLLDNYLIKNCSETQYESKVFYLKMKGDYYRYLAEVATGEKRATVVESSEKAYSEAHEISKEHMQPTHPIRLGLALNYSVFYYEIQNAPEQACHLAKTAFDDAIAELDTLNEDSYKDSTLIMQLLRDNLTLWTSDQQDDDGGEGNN
The depositor's hits bear a star; & = joins results of further samples; ! = not confirmed by another sample. A portion of the library. The share of hits here may be higher or lower than overall.

The first 7 records (preview)
SMILES | 14-3-3g Raf
O=C(NCC1OCCc2ccccc21)c1ccccc1Cl (configuration not stated) | 3.5
CCCCCS(CC1CC1(Cl)Cl)=NS(=O)(=O)c1ccc(C)cc1 (configuration not stated) | -8.2
Nc1nonc1-c1nc2ccccc2n1Cc1ccc(F)cc1 | -15.0
O=[N+]([O-])c1ccc(N2CCNCC2)cc1NCCOc1ccc(Cl)cc1 | -6.2
Cc1ccc(C2CC(=O)C3=C(C2)Nc2ccccc2NC3c2cc3c(cc2Br)OCO3)cc1 (configuration not stated) | -9.4
COc1cccc(-c2nc3sc4c(c3c(=O)n2Cc2ccncc2)CCCC4)c1 | 6.2
CCOc1ccccc1C1CC(=O)C2=C(C1)Nc1ccccc1N(C(C)=O)C2c1ccc(OC)cc1 (configuration not stated) | 0.5

Results, previewed entries included:
SMILES | 14-3-3g Raf
O=C(NCC1OCCc2ccccc21)c1ccccc1Cl (configuration not stated) | 3.5
CCCCCS(CC1CC1(Cl)Cl)=NS(=O)(=O)c1ccc(C)cc1 (configuration not stated) | -8.2
Nc1nonc1-c1nc2ccccc2n1Cc1ccc(F)cc1 | -15.0
O=[N+]([O-])c1ccc(N2CCNCC2)cc1NCCOc1ccc(Cl)cc1 | -6.2
Cc1ccc(C2CC(=O)C3=C(C2)Nc2ccccc2NC3c2cc3c(cc2Br)OCO3)cc1 (configuration not stated) | -9.4
COc1cccc(-c2nc3sc4c(c3c(=O)n2Cc2ccncc2)CCCC4)c1 | 6.2
CCOc1ccccc1C1CC(=O)C2=C(C1)Nc1ccccc1N(C(C)=O)C2c1ccc(OC)cc1 (configuration not stated) | 0.5
CCOc1ccc(N(CC)C(=O)CCS(=O)(=O)c2cccc3nsnc23)cc1 | 1.9
COc1ccccc1NC(=O)c1ccc(Br)o1 | 3.7
CSc1nc2c(sc3ccccc32)c(=O)n1-c1ccccc1 | 6.0
C=CCOc1ccc(NC(=O)C(=O)NC(C)c2ccccc2)cc1 (configuration not stated) | -1.3
CCn1c(C)[n+](CC)c2ccc(S(=O)(=O)N3CCCCC3)cc21 | -0.7
COc1ccccc1NC(=O)c1cn(C)c(=O)c2cc(OC)c(OC)cc12 | -5.7
COCCN1C(=O)c2ccccc2C(C(=O)N2CCN(C(=O)c3ccco3)CC2)C1c1cn(C)c2ccccc12 (configuration not stated) | 6.1
C/C=C/CC(C)C(O)C1C(=O)NC(CC)C(=O)N(C)CC(=O)N(C)C(CC(C)C)C(=O)NC(C(C)C)C(=O)N(C)C(CC(C)C)C(=O)NC(C)C(=O)NC(C)C(=O)N(C)C(CC(C)C)C(=O)N(C)C(CC(C)C)C(=O)N(C)C(C(C)C)C(=O)N1C (configuration not stated) | -3.6
CCC(=O)N1CCc2cc(Br)cc(S(=O)(=O)N3CCC(C(=O)Nc4ccc(Br)cc4)CC3)c21 | -10.4
O=C(NCC1CCCO1)c1cc2n(n1)C(C(F)(F)F)CC(c1ccco1)N2 (configuration not stated) | 6.9
COc1ccc(OC)c(C2C(C(=O)Nc3cc(C)ccn3)=C(C)NC3=C2C(=O)CCC3)c1 (configuration not stated) | -11.0
CC(=O)N1CCc2cc(Br)cc(S(=O)(=O)N3c4ccccc4CC3C)c21 (configuration not stated) | -7.7
CC(C)NC(=O)c1cc(=O)n(C)c(=O)n1C | -7.0
COc1cccc2c(=O)n(CC(=O)N3CCCCCC3)ccc12 | -5.7
COc1ccc(OCc2nc(C#N)c(NCCc3ccccc3)o2)cc1 | -1.3
CC(C)(COC(=O)c1ccc(F)cc1)NC(=O)N1c2ccccc2Sc2ccccc21 | -8.2
CC(C)(C)C1CCc2onc(C(=O)Nc3ccc(C#N)cc3)c2C1 (configuration not stated) | -2.0
O=C(c1cn(CCOc2ccc(Cl)cc2)c2ccccc12)C(F)(F)F | 2.5
COC(=O)C(C)Sc1nnc(Cc2cc(=O)[nH]c(=O)[nH]2)n1-c1ccc(F)cc1 (configuration not stated) | 0.2
COc1ccc(NC(=O)C2c3cc(OC)c(OC)cc3C(=O)N3CCc4ccccc4C23)cc1OC (configuration not stated) | 0.2
O=C(COc1ccc(S(=O)(=O)N2CCCCC2)cc1)NC1CCCCC1 | -7.0
Cc1cccc(Cc2cnc(NC(=O)COc3ccccc3C)s2)c1 | -6.2
Cc1ccccc1CN1CCN(CC(=O)NCc2ccccn2)C1=O | 45.7*!

Pulled one by one from the list above:
SMILES | 14-3-3g Raf
Cc1cccc(Cc2cnc(NC(=O)COc3ccccc3C)s2)c1 | -6.2
COc1ccc(NC(=O)C2c3cc(OC)c(OC)cc3C(=O)N3CCc4ccccc4C23)cc1OC (configuration not stated) | 0.2

More entries.
SMILES | 14-3-3g Raf
COc1cccc(CNCc2ccc3c(c2)OCO3)c1 | -0.3
CCN1C(=O)N(CN2CCOCC2)C2C1N(CN1CCOCC1)C(=O)N2CC (configuration not stated) | 1.4
CCCCOC(=O)c1ccc2c(c1)C(=O)N(c1ccc(OC)cc1)C2=O | 17.1
O=C(Nc1ccc2oc(-c3ccccc3F)nc2c1)c1cccc(I)c1 | -23.0
COc1cc(Br)cc(CN2CCN(C/C=C/c3ccccc3)CC2)c1O | -8.0
COc1cccc(C2C3=C(CC(c4ccccc4)CC3=O)Nc3cc(Cl)ccc3N2C(=O)C(F)(F)F)c1 (configuration not stated) | -24.6
COc1ccccc1Oc1ncnc(N)c1[N+](=O)[O-] | -13.3
COC1(OC)C(=N/O)/C(=N\O)CCC1O (configuration not stated) | 9.3
Cc1c(Cl)cccc1-c1ccc(C(=O)Nc2ccc(Cl)c([N+](=O)[O-])c2)o1 | -6.5
N#CCCN(Cc1cccnc1)C(=O)Nc1cccc(Cl)c1 | 2.0
COCCNC(=O)C(c1cccs1)N(C(=O)Cn1nnc2ccccc21)c1ccc2c(c1)OCO2 (configuration not stated) | -3.3
COc1ccc(-c2cc(C(N)=O)nc(N3CCCCCC3)n2)cc1 | -5.5
CCN(CC)CCCNC(=O)Cc1c(C(=O)O)n(C)c2ccccc12 | -2.3
Cc1ccc(-c2nc(-c3ccc(Br)cc3)no2)cc1 | 5.4
Cc1ccc(-c2csc(N3N=C(c4ccc([N+](=O)[O-])cc4)CC3=O)n2)cc1 | -17.9
CC1Cc2nc(SCC(=O)N3CCN(c4ccccc4)CC3)n(C)c(=O)c2S1 (configuration not stated) | -9.7
COc1cc(NC(=O)c2cc(C)on2)cc(OC)c1OC | -3.2&2.5
CCC(C)(C(=O)NC1CCCC1)N(C)C(=O)c1ccc2c(c1)OCO2 (configuration not stated) | -12.0
C=COC(=O)CSc1snc(SCC(=O)OC)c1C#N | 3.1
Cc1cc([N+](=O)[O-])ccc1NC(=O)c1ccc([N+](=O)[O-])cc1 | -2.2
CCCCOc1ccc(C(=O)Nc2cc3ccccc3oc2=O)cc1 | 2.8
C#CC(N)CCC(=O)O (configuration not stated) | -5.7
CCOc1ccc(N(CC(=O)NC2CCCC2)S(=O)(=O)c2c(C)[nH]c(=O)[nH]c2=O)cc1 | -2.3
Cc1cc(Cl)c(C(=O)Nc2cccc(C(F)(F)F)c2)c(C)n1 | -11.1
COc1cc(C2C(=O)N(C3CCCCCC3)CC(=O)N2Cc2ccc(C)cc2)ccc1OC(C)C (configuration not stated) | -1.5
CC1=C(C(=O)OCc2ccco2)C(c2ccc(F)cc2)NC(=O)N1 (configuration not stated) | -16.6
Cc1ccnc(NC(c2ccc(N(C)C)cc2)c2ccc3cccnc3c2O)c1 (configuration not stated) | -1.5
CC(C)OC(=O)C(C(=O)C(F)(F)F)c1cc(NS(=O)(=O)c2ccc(Br)cc2)c2ccccc2c1O (configuration not stated) | -53.5
CC1(C)NC(=O)N(CCOc2ccc3c(c2)CCC3)C1=O | -6.0
CC12NC(=O)NC(c3ccccc3O1)C2C(=O)Nc1ccc(Cl)cc1 (configuration not stated) | -16.9
CNC(=O)c1cc(Nc2nnc(-c3ccc(OC)cc3)c3ccccc23)ccc1OC | -16.5
CCc1ccc(-c2nc(-c3cc4ccccc4oc3=O)sc2CC)cc1 | -22.9
CSc1ccccc1N=CC1=C(O)CC(C)(C)CC1=O | 2.5
Cc1cc(N2CCC(C)CC2)nc2ccc(NC(=O)CCC(=O)NCC3COc4ccccc4O3)cc12 (configuration not stated) | -16.9
COc1cccc(NC(=O)NC2CCN(Cc3nnnn3Cc3ccc(F)cc3)CC2)c1 | -4.0
CCCCNC(=O)CS(=O)Cc1nc(-c2ccc(C)cc2)oc1C (configuration not stated) | -1.6
COC(=O)c1[nH]c2cccc(OC)c2c1NC(=O)CN1CCC(C(N)=O)(N2CCCCC2)CC1 | -4.9
O=C(Cc1ccccc1)Oc1ccc2oc(=O)sc2c1 | 5.1
O=C(O)CCC(=O)Nc1ccc(-c2nnc(-c3ccco3)o2)cc1 | 0.2
CC1(C)Nc2ccccc2C(=O)N1c1cccc(C(F)(F)F)c1 | 4.6
COc1cccc(C=Nc2ccc(S(=O)(=O)N3CCOCC3)cc2)c1O | 6.8
CCN1CCN(C(c2cccs2)C(C)NC(=O)c2cccc(OC)c2)CC1 (configuration not stated) | -2.2
COc1ccc(-c2cc(C(F)(F)F)c(C#N)c(SCC(=O)Nc3ccc(F)cc3)n2)cc1 | -18.4
CCOc1ccc(N(CC)S(=O)(=O)c2cc(Br)cc3c2N(C(C)=O)CC3)cc1 | -31.4
COc1ccc(OCC(O)CNC(=O)c2ccc(Br)cc2)cc1 (configuration not stated) | 2.4
CCC1CCC(C(=O)NC(C(=O)Nc2cccc(OC)c2)C(C)C)CC1 (configuration not stated) | -4.6
CCc1ccc(C2CC(c3ccccc3C)n3ncnc3N2)cc1 (configuration not stated) | 0.1
C=CCN1C(=O)C(O)=C(C(C)=O)C1c1ccccc1F (configuration not stated) | 3.0
O=C(Cn1ccc2ccccc2c1=O)Nc1ccc2c(c1)OCO2 | -3.3
CCc1nn(CC(=O)NCCCN(Cc2ccccc2)C(C)C)c(=O)c2cc3sccc3n12 | 2.8
CCSCCOC(=O)C1=C(C)N(C)C(=O)NC1c1ccccc1I (configuration not stated) | 3.7
CCCc1ccc(-c2ccc(C(=O)Oc3ccc(OC)cc3)cc2)nc1 | 0.9
CCOc1ccccc1N(C)C(=O)c1cc(S(=O)(=O)NCc2ccc(C)cc2)ccc1F | 0.4
O=C(N=C(c1ccccc1)c1ccccc1)c1ccc(F)cc1 | 6.0
COc1ccc(C2C(=O)CCC2(C#N)c2ccccc2OCc2ccccc2)cc1 (configuration not stated) | -9.4
CC1CCC(N2CCN(c3ncccn3)CC2)CC1 (configuration not stated) | -1.5
Cc1cc(C)n(-c2nc3sc4c(c3c3nnc(SC(C)C)n23)CC(C)(C)OC4)n1 | -9.0
COc1cc2c(cc1OC)C(C(=O)Nc1ccccn1)C1c3ccccc3CCN1C2=O (configuration not stated) | -2.8
Cc1nn(C)c(C(=O)N2Cc3ccccc3C(=O)N2)c1[N+](=O)[O-] | 5.9
O=C(CSc1nc(-c2ccccc2Cl)ns1)NCc1ccco1 | -1.2

An excerpt of these results, with tabs:
Structure	14-3-3g Raf
CC1CCC(N2CCN(c3ncccn3)CC2)CC1 (configuration not stated)	-1.5
Cc1cc(C)n(-c2nc3sc4c(c3c3nnc(SC(C)C)n23)CC(C)(C)OC4)n1	-9.0
C=CCN1C(=O)C(O)=C(C(C)=O)C1c1ccccc1F (configuration not stated)	3.0

New compounds follow:
SMILES | 14-3-3g Raf
COc1ccc(NC(=O)C2CCN(S(=O)(=O)c3ccc(C)cc3)CC2)cc1Cl | -0.4
CN=C(Nc1cc(C)nn1-c1ccccc1)c1ccccc1 | -2.3
O=C(Nc1ccc(NC(=O)C2CC2)nc1)c1cccs1 | 5.4
O=C(CCS(=O)(=O)c1ccc(Br)cc1)N1CCN(C2CCCC2)CC1 | 0.2
Cn1ccnc1SCC(=O)c1ccc([N+](=O)[O-])cc1 | -2.3
O=C(Cc1cccs1)N(CC1CCCO1)C1(C(=O)NC2CCCC2)CCCCC1 (configuration not stated) | -8.2
Cc1cc(C(F)F)n2nc(C(=O)O)nc2n1 | -0.5
CCNC(=O)c1cc(Cl)nc(Cl)c1 | -1.1
CCC(C)NC(=O)c1ccc2c(=O)n(CCOC)c(=O)[nH]c2c1 (configuration not stated) | -4.2
COc1ccc(CN2CC(C(=O)NCc3ccccc3Cl)CC2=O)cc1 (configuration not stated) | -4.8
NS(=O)(=O)c1ccc(CCNC(=O)C2(S(=O)(=O)c3ccc(Cl)cc3)CC2)cc1 | -2.3
Cc1ccc2cc(CN(Cc3ccco3)C(=O)NCc3ccccc3)c(=O)[nH]c2c1C | 0.2
Cc1nnc(SCCN2C(=O)c3ccccc3C2=O)[nH]c1=O | 4.4&-3.4
C=C(C)COc1ccc(-c2[nH]ncc2-c2ccccc2OC)c(O)c1 | -8.8
COC(=O)c1nnn(-c2nonc2N)c1CSc1ccccn1 | 7.8
CC(C)CCn1c(SCCCO)nc2c1c(=O)[nH]c(=O)n2C | -7.2
C#CC1(O)C(C)CN(C)CC1C (configuration not stated) | 3.2
O=C(Cn1c(CO)nc2ccccc21)Nc1cc(C(F)(F)F)ccc1N1CCOCC1 | -2.3
c1cncc(C(c2nnnn2C2CCCC2)N2CCN(Cc3ccc4c(c3)OCO4)CC2)c1 (configuration not stated) | 1.6
Cn1c(=O)c2c(nc(NCc3ccco3)n2Cc2ccccc2Cl)n(C)c1=O | -0.2&-0.3
Cc1ccccc1OC1C(=O)N(c2cccc(Cl)c2)C1c1ccc2c(c1)OCO2 (configuration not stated) | 4.4
CCN1CCN(c2oc(-c3ccc(OC)cc3)nc2C#N)CC1 | 3.7
CC1=C(C(=O)OCCc2ccccc2)C(c2ccc(F)cc2)C2=C(CC(C)(C)CC2=O)N1 (configuration not stated) | -4.0
CCCCN(C)C(=O)c1ccc(CNS(=O)(=O)c2ccc(Cl)cc2)cc1 | -11.2
CC(NS(=O)(=O)c1ccc(Br)cc1)C(c1cccs1)N1CCN(C)CC1 (configuration not stated) | -1.0
COc1cc(C(=O)NCCn2c(C)cc3ccccc32)cc(OC)c1OC | 6.1
COc1cccc2ccc(Cl)nc12 | 0.5
CC(C)CCC1=NN(C(=O)c2ccc(N(C)C)cc2)C(O)(C(F)(F)F)C1 (configuration not stated) | 4.0
O=C(NCCN1CCN(c2ccccc2F)CC1)C1CCCN(S(=O)(=O)c2cnc[nH]2)C1 (configuration not stated) | -3.0
